# CCT chaperon mod: High-Throughput Screening for Modulators of Cytosolic Chaperonin Activity; purified chaperonin ATPase assay, HTRF ADP detection, 30 min; 360,000 tested, 0.3% active; activity change, % (concentration not given with the values), hits read low; in the data active = activity change below about -30%; also: % is scaled to controls: 0 for no effect and ±100 for the full control effect
#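 Nucleotide hydrolysis assay: TRiC at 20–40 nM final (set by batch activity) with 10 uM ATP, 30 min at 37 °C, in presence of 76 uM compound. Detection by competitive ADP HTRF, 30 min ambient.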
# A549 tox: Nrf2 qHTS screen for inhibitors: counterscreen for cytotoxicity; Potency, µM (titrated, usually from 46 µM), for inactives: at the highest dose activity change, negative = cytotoxicity, most hits filed as inhibitors; 390,000 tested, 0.16% active; AID 504648, 2011; A549 ARE-Fluc cells, CellTiter-Fluor viability, 18-24 h; also: potency is read from the fitted curve at half-maximal effect; % is scaled to controls: 0 for no effect and ±100 for the full control effect
#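 A549 ARE_Fluc cells in 5% FBS OPTI-MEM were exposed to compounds in concentration-response for 18-24 h at 37 deg C. Viability was read by CellTiter-Fluor fluorescence (Ex 405/Em 525) after 30 min, before the luciferase read.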
# Nrf2 inh: Nrf2 qHTS screen for inhibitors; A549 ARE-Fluc reporter, luciferase luminescence, 18-24 h; Potency, µM (top dose mostly 46 µM), without a hit: at the top dose activity change, negative = inhibition, usual class: inhibitors; 360,000 tested, 2.1% active; AID 504444, 2011; also: potency is read from the fitted curve at half-maximal effect; % is scaled to controls: 0 for no effect and ±100 for the full control effect; nearly all actives have a fitted effect of over 60% in size
#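 Concentration-response testing used A549 ARE_Fluc cells at 5000 cells/well. Following an 18-24 h compound incubation, viability was read by fluorescence (Ex 405/Em 525) and luciferase output by luminescence.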
# pAkt inh: HTS Assay for Inhibitors of Akt Phophorylation: Primary Screen | AID 651550, 2012 | Neuro2A IGF-stimulated pAkt S473 HTRF, 20 min; hits give low values | 360,000 tested, 0.32% active | activity change, % for hits at 50 µM; in the data active = activity change below about -80%; inconclusive = mostly about -51% to -80%; also: % is scaled to controls: 0 for no effect and ±100 for the full control effect
#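 Single-point screen (50 µM final compound) in Neuro2A cells stimulated 20 min with 6 nM IGF at 37 deg C. After lysis, Ser473-phosphorylated Akt read by HTRF (ex 330 nm, em 615/665 nm) as the 665/615 ratio.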
# Mm-Cpn inhibitor: Inhibitors of TCP-1 ring complex (TRiC) of Methanococcus maripaludis (MmCpn): qHTS | 330,000 tested, 0.031% active | purified Mm-Cpn ATPase, ADP Transcreener TR-FRET | Potency, µM (highest dose often 76.9 µM), without a hit: top-dose activity, negative = inhibition, most hits filed as inhibitors | Chaperonin Mm-Cpn (Methanococcus maripaludis); also: potency is read from the fitted curve at half-maximal effect; % is scaled to controls: 0 for no effect and ±100 for the full control effect; nearly all actives have a fitted effect of over 80% in size
#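 Inhibition of chaperonin ATP hydrolysis is measured as reduced ADP production, detected by competitive TR-FRET in which signal falls with ADP. Final enzyme 25 nM and ATP 10 uM, reacted 30 min at 37°C.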
# HepG2 tox: qHTS for Inhibitors of TGF-b: Cytotox Counterscreen | 410,000 tested, 0.76% active | HepG2 CAGA-GFP viability, ATP luminescence, 18 h | Potency, µM (doses to about 46.1 µM), without a hit: at the top dose activity change, negative = cytotoxicity, hits mostly cytotoxic; also: potency is read from the fitted curve at half-maximal effect; some results filed as inactive show a strong effect at the top dose
#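 HepG2 CAGA-GFP cells (1000/well, DMEM with 1% FBS) received compound, then TGF-beta at 500 pg/mL final, and were incubated 18 hours at 37 degrees C. Viability was read by CellTiter-Glo luminescence. Media-only wells were set as complete cell-killing and DMSO as no toxicity.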
# TGFb SMAD3 inh: qHTS for Inhibitors of TGF-b; Potency, µM (highest dose often 46.1 µM), for inactives: top-dose activity, negative = inhibition, most hits filed as inhibitors; HepG2 CAGA-GFP TGF-b/SMAD3 reporter, GFP fluorescence, 18 h; TGF-beta stimulated, 500 pg/mL final; 410,000 tested, 1.2% active; AID 588855, 2011; also: potency is read from the fitted curve at half-maximal effect; % is scaled to controls: 0 for no effect and ±100 for the full control effect; nearly all actives have a fitted effect of over 65% in size
#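 Per well, imaged GFP fluorescence of HEPG2 CAGA-GFP cells gives the signal; cells get compound, then TGF-beta (500 pg/mL final), 18 h at 37 degrees C; %Activity versus -TGF-beta and +DMSO controls.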
# S2 tox: Viability Counterscreen for Primary qHTS for Inhibitors of ATXN expression; Potency, µM (highest dose often 56.7 µM), actives largely listed as cytotoxic; 400,000 tested, 0.49% active; S2 cells (HEK-293 line with an ATXN2-luciferase reporter) viability, CellTiter-Fluor protease fluorescence, 24 h; also: potency is read from the fitted curve at half-maximal effect; nearly all actives have a fitted effect of over 40% in size
# Nrf2 ARE act: qHTS of Nrf2 Activators; AID 624171, 2012; Potency, µM (highest dose often 46.1 µM), for the others: top-dose activation, most hits filed as activators; 410,000 tested, 0.31% active; AREc32 ARE-luciferase reporter (MCF7-derived line), luminescence, 24 h; also: potency is read from the fitted curve at half-maximal effect; % of control where 0% means no effect; nearly all actives have a fitted effect of over 65% in size
#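 ARE-driven firefly luciferase activity in AREc32 cells measured after a 24 hr compound exposure at 37 deg C, using Steady-Glo reagent and a 30 min room-temperature hold.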
# * = called active by the depositor; i = inactive; ? = inconclusive; nt = no result given; [ ] = remark or other dose. Unless noted, calls follow the shape of the dose curve; as a rule, active = well fitted curve in the direction sought with a large enough effect; inconclusive = small, poorly fitted or top-dose-only effect, or another doubt; inactive = no such curve, though single readings can be large; an effect the other way counts as inactive or inconclusive.
Compound | CCT chaperon mod | A549 tox | Nrf2 inh | pAkt inh | Mm-Cpn inhibitor | HepG2 tox | TGFb SMAD3 inh | S2 tox | Nrf2 ARE act
COCCNC(=O)CN(C(=O)CCC(=O)Nc1ccccn1)c1ccccc1F | -6.3 | 5% | -5% | i | 0% | 0% | -9% | i | -0.5%
CCN(C(=O)COC(=O)c1ccccc1Cc1ccccc1)C1CCS(=O)(=O)C1 (centres undefined) | -1.8 | 2% | 14% | i | 1% | 4% | 18% | i | -0.8%
CCOc1ccc(/C=C/C(=O)Nc2ccc3[nH]c(=O)[nH]c3c2)cc1 | -2.6 | 0% | 9% | i | 1% | 2% | 0% | i | 0.5%[9.22 µM]
O=C(CCN1C(=O)c2cccc3cccc(c23)C1=O)NCc1cccnc1 | 0.5 | 2% | -4% | i | -3% | 0% | -5% | i | -0.1%
CCCN1C(=O)c2ccccc2NC1c1ccc(C)cc1 (centres undefined) | 2.8 | 8% | 1% | i | 0% | -8% | -10% | i | 2.4%
Cn1c(SCC(=O)NCC2CCCO2)nnc1-c1cccc(NC(=O)c2ccccc2F)c1 (centres undefined) | -0.2 | -3% | -24% | i | -6% | 0% | 3% | i | 0.3%
CC1(C(=O)Nc2nccs2)CCN1C(=O)C1(c2ccccc2)CC1 (centres undefined) | -1.7 | nt | nt | i | nt | 2% | -16% | i | 0.5%
COCCn1c(=O)[nH]c2cc(C(=O)N3CCN(c4cccc(C(F)(F)F)c4)CC3)ccc2c1=O | -2.2 | -1% | -12% | i | 0% | -20% | 7% | i | 2.5%
COc1cc(CNC2CCCCCCC2)cc(Cl)c1OC | -2.0 | -1% | 0% | i | -4% | -41% | 27% | i | 7.9%
O=C(COC(=O)/C=C/c1cccc(C(F)(F)F)c1)NC1CCS(=O)(=O)C1 (centres undefined) | 0.4 | 4% | 0% | i | 0% | -20% | -6% | i | ?
OCCN1CCN(c2nc(N3CCCCC3)nc(N3CCCCC3)n2)CC1 | -3.4 | -8% | 1% | i | 0% | -35% | -2% | ? | -0.7%
O=C(COc1ccccc1)N[C@@H]1c2ccccc2CC[C@@H]1OCc1ccccc1 | 1.5 | 5% | -13% | i | 0% | -16% | -27% | i | -0.7%
C=C(C)COc1cc2oc(=O)c(CC(=O)N3C[C@H]4C[C@@H](C3)c3cccc(=O)n3C4)c(C)c2cc1Cl | 1.9 | 3% | 5% | i | 2% | -22% | -18% | i | 3.4%
CCCOc1ccc(C(=O)Nc2ccc3oc(-c4ccncc4)nc3c2)cc1 | nt | -1% | 0% | nt | nt | 7% | -5% | nt | 0.2%
CC(=O)Nc1ccc(NC(=O)C(C)OC(=O)CNS(=O)(=O)/C=C/c2ccc(C)cc2)cc1 (centres undefined) | 2.8 | 5% | 2% | i | 1% | -34% | -16% | i | 2.2%
CCCn1nnc(NC(=O)COc2ccc(Cl)cc2)n1 | 1.5 | -17% | -20% | i | nt | -3% | -1% | i | -0.7%
CC(CCc1ccccc1)NC(=O)COC(=O)CC1CC2CCC1C2 (centres undefined) | -4.6 | 1% | 10% | i | 0% | -9% | ? | i | -0.5%[9.22 µM]
COc1ccc(-c2nnnn2C(C)C)cc1 | -1.2 | 0% | -10% | i | 0% | -1% | 7% | i | -0.5%
CCc1nnc(NC(=O)c2ccc(S(=O)(=O)N3CCCC3)cc2)s1 | -3.7 | -1% | 3% | i | -1% | -21% | -12% | i | 0.3%
FC(F)(F)c1cccc(N2CCN(c3nc4ccccc4n4cnnc34)CC2)c1 | nt | -14% | ? | nt | nt | 7% | 1% | i | -1.1%
COC(=O)/C(=C\c1ccc([N+](=O)[O-])o1)NC(=O)c1ccccc1 | -0.7 | -21% | ? | i | 0% | 13µM* | 11µM* | ? | 12%
CCOC(=O)c1c(NC(=O)Cn2nc([N+](=O)[O-])c(Br)c2C)sc2c1CCC(C)C2 (centres undefined) | 0.1 | 2% | 17% | i | 0% | -2% | -1% | ? | 0.3%
Cc1cc(=O)nc2c3ccccc3n(C(C)C(=O)NCCC(C)C)n12 (centres undefined) | -3.3 | 1% | 3% | i | 1% | 2% | 5% | i | 0.1%
COc1ccccc1CNC(=O)COC(=O)c1cccs1 | 0.0 | 1% | 6% | i | -1% | -10% | -10% | i | 2.5%

# Compound profiles (already shown). Order of values: CCT chaperon mod | A549 tox | Nrf2 inh | pAkt inh | Mm-Cpn inhibitor | HepG2 tox | TGFb SMAD3 inh | S2 tox | Nrf2 ARE act
# Entry for CCN(C(=O)COC(=O)c1ccccc1Cc1ccccc1)C1CCS(=O)(=O)C1 (centres undefined) = -1.8 | 2% | 14% | i | 1% | 4% | 18% | i | -0.8%
# Entry for Cn1c(SCC(=O)NCC2CCCO2)nnc1-c1cccc(NC(=O)c2ccccc2F)c1 (centres undefined) = -0.2 | -3% | -24% | i | -6% | 0% | 3% | i | 0.3%
# Entry for CCOc1ccc(/C=C/C(=O)Nc2ccc3[nH]c(=O)[nH]c3c2)cc1 = -2.6 | 0% | 9% | i | 1% | 2% | 0% | i | 0.5%[9.22 µM]

# Other entries:
Compound | CCT chaperon mod | A549 tox | Nrf2 inh | pAkt inh | Mm-Cpn inhibitor | HepG2 tox | TGFb SMAD3 inh | S2 tox | Nrf2 ARE act
COc1ccc2c(c1)sc(=N)n2CC(=O)Nc1cc(C)cc(C)c1 | -4.1 | -1% | -1% | i | -7% | -25% | 0% | i | -0.4%
O=C1C(c2ccc(F)cc2)N(CC2COc3ccccc3O2)C(=O)CN1C1CCCCC1 (centres undefined) | -0.2 | -1% | nt | i | 1% | -13% | -13% | i | -0.6%
CC(=O)Nc1cccc(OCC(=O)/C=C2\N(C)c3ccccc3C2(C)C)c1 | 1.1 | ? | ? | i | -7% | -8% | -7% | i | 0.6%
Fc1ccc(NC(=S)N2CCCc3ccccc32)cc1 | -5.6 | -18% | -7% | i | 0% | -10% | -4% | i | 4.0%
Cc1ccc2c(c1)N(Cc1ccncc1)C(=O)C(C)O2 (centres undefined) | -0.2 | -3% | -9% | i | -1% | -1% | 1% | ? | 0.5%
COCCn1c(SC(C)C(=O)Nc2ccc3c(c2)OCCO3)nc2ccccc2c1=O (centres undefined) | 2.0 | -2% | -19% | i | -1% | -41% | -6% | i | 0.4%
CCn1c2ccccc2c2cc(NC(=O)N3CCOCC3)ccc21 | 0.3 | 10% | nt | i | -1% | 7% | -29% | i | 4.5%
CCOC(=O)c1c(C)oc2ncnc(N3CCN(c4ccccc4)CC3)c12 | nt | 9% | ? | nt | nt | -22% | ? | ? | 0.9%
COC(=O)c1sccc1NC(=O)Nc1cccc(C(C)=O)c1 | -1.1 | 10% | 1% | i | 2% | -23% | -3% | i | 0.0%
CCOC(=O)c1c(C)[nH]c(C(=O)CN2C(=O)NC(C)(C)C2=O)c1C | -1.7 | 0% | 3% | i | -4% | 9% | 3% | i | 2.0%
Brc1ccccc1OCCN1CCCC1 | 2.0 | -16% | 7% | i | nt | 18% | -30% | i | -0.6%
FC(F)(F)c1ccccc1Cc1c(-c2ccc(Cl)cc2)nc2c3ccccc3ccn12 | 0.1 | nt | nt | i | nt | nt | nt | i | 15%
COc1cc(CN2CCNC(=O)C2CC(=O)N(C)CCCN2CCOCC2)cc(OC)c1 (centres undefined) | -0.7 | 11% | 2% | i | 0% | -3% | 8% | i | -0.8%
CCN1CCOC(=O)C1CC(=O)Nc1cc(C)ccc1OC (centres undefined) | nt | 0% | -26% | nt | nt | 3% | ? | i | 6.3%
COc1ccc(C(=O)NCCn2ccc3ccccc32)cc1OC | -2.1 | 11% | 14% | i | 0% | -4% | -3% | i | 4.5%
CCCNC(=O)c1cc(C2CCCN(C(=O)c3ccc4c(c3)CCO4)C2)on1 (centres undefined) | 1.3 | nt | nt | i | nt | 6% | 10% | i | -0.3%[9.22 µM]
Cc1ccccc1OCCCCn1c(CO)nc2ccccc21 | 1.3 | 1% | 23µM* | i | 1% | -25% | -6% | i | 0.2%
Cc1ccccc1N(CC(=O)NCc1ccc2c(c1)OCO2)C(=O)CCC(=O)Nc1ccccn1 | 0.1 | -6% | nt | i | 1% | 3% | -5% | i | -0.7%
CCOC(=O)[C@H]1[C@H]2COc3ccccc3[C@@H]2N2C(=O)c3cc(OC)c(OC)cc3NC(=O)[C@@]12C | -0.5 | -5% | 3% | i | 1% | 3% | 19% | i | 8.7%
COc1ccc(NC(=O)c2cc(CC(C)C)nc3ccccc23)cc1 | -1.4 | 0% | ? | i | 0% | -9% | -1% | i | -2.3%
COc1ccccc1NC(=O)c1cc(C(=O)Nc2ccccc2OC)cc(N2C(=O)CCC2=O)c1 | -1.5 | -4% | -4% | i | -4% | 20% | 27% | i | -0.6%
O=C1NC(=O)c2cc(NC(=O)C3CCCCC3)ccc21 | 1.9 | -12% | 0% | i | -2% | -1% | -3% | i | -0.1%
Cc1cc(C)c(NC(=O)COC(=O)c2ccncc2)c(C)c1 | 0.2 | 2% | -1% | i | -1% | -6% | -9% | i | -0.3%
Cn1c(=O)n(Cc2ccccc2F)c(=O)c2c1nc1n2CCCN1CCc1ccccc1 | 2.9 | 2% | -8% | i | -1% | -10% | 0% | i | -0.6%
COc1ccccc1-c1nnc(SCC(=O)Nc2cc(C)on2)o1 | -6.8 | -1% | -3% | i | nt | 3% | -17% | ? | 0.4%
CN1CCN(C(=O)CCN2C(=O)S/C(=C/c3ccc(Cl)cc3)C2=O)CC1 | -2.3 | ? | -6% | i | -2% | -24% | -17% | i | 1.9%
Cc1nn(C)cc1/C=N/NC(=O)Cn1nnc(N)n1 | -3.8 | 0% | 2% | i | -1% | -1% | 5% | ? | -0.7%

# Screening results as filed in PubChem.
